Screening data deposited in PubChem BioAssay by Sanford-Burnham Center for Chemical Genomics.
ER stress death = ER stress cell death inhibition; relative survival (cellular ATP), % at 15 µg/mL (by protocol); CSM14.1 thapsigargin ER stress survival, ATP luminescence; 0.33% of 48,000 active;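 active means survival measured by cellular ATP above 50% at 15 µg/ml in the first screen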;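 further: cell death triggered by about 15 µM thapsigargin; ATP read 24 h after thapsigargin was added; plate controls were thapsigargin with DMSO for no effect and DMSO without thapsigargin for full effect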
* hit, by the source's call. These rows are one share of the data; the hit share may differ from the screen's.

SMILES	ER stress death
CSc1ccc(/C=C2/SC(=O)N(CN3CCOCC3)C2=O)cc1	-5.9
CC1=C(C(=O)Nc2ccc(C)cc2)C(c2cc(Br)ccc2O)NC(=O)N1 (stereo unspecified)	-12.9
C/C(=N\N=C\c1cccnc1)C1C(=O)c2ccccc2C1=O	3.3
COC(=O)c1c(N)sc(C(=O)Nc2ccccc2C)c1C	-3.8
NC(=O)C1(N2CCCCC2)CCN(C(=S)Nc2ccc(Cl)cc2)CC1	-1.2
CCC(Sc1nc(-c2ccccc2)cc(-c2ccccc2)n1)C(=O)Nc1nnc(C)s1 (stereo unspecified)	2.4
CCOc1cc(/C=C2\SC(=S)N(c3cccc(C)c3)C2=O)ccc1O	3.2
Nc1nonc1-c1nc2ccccc2[nH]1	4.5
Cc1ccc(C(=O)Nc2ccccc2C(=O)NCc2ccco2)cc1	0.0
O=C1CSC(c2ccccc2)N1CCN1CCCCC1 (stereo unspecified)	-0.8
NS(=O)(=O)c1ccc(CNC(=O)c2ccco2)cc1	-1.7
O=C(N/C(=C/c1cccs1)C(=O)N1CCCCC1)c1ccccc1	2.8
O=C(COc1ccc(Cl)cc1Br)NNC(=O)c1ccncc1	2.1
CCOc1cc(C=C2C(=O)N(C)C(=O)N(C)C2=O)ccc1OCCOc1ccc([N+](=O)[O-])cc1	0.9
COc1cccc(-n2c(CCN3C(=O)c4ccccc4C3=O)nc3ccccc3c2=O)c1	-0.3
O=C(Nc1ccccc1C(=O)Nc1ccccc1)c1ccc(C(=O)Nc2ccccc2C(=O)Nc2ccccc2)cc1	2.4
COc1ccc(Cl)cc1NCN1C(=O)S/C(=C/c2ccccc2)C1=O	4.3
COc1ccc(NS(=O)(=O)c2ccccc2[N+](=O)[O-])cc1Cl	-1.3
COC(=O)C1=C(C)N=c2s/c(=C\c3ccc(O)cc3)c(=O)n2C1c1ccccc1 (stereo unspecified)	4.4
O=c1oc2ccccc2cc1-c1nc(-c2ccc(Cl)c(Cl)c2)cs1	3.6
CCCCOC(=O)c1ccc(NCCC(=O)c2cccc([N+](=O)[O-])c2)cc1	-11.0
C[N+]1=C2C=CC=CC=C2SC12C([N+](=O)[O-])=CC(=[N+]([O-])[O-])c1cccnc12 (stereo unspecified)	6.6
O=C(NCc1ccccn1)C(=O)N/N=C/c1ccc(Cl)cc1	5.2
O=C1CS/C(=N/N=C/c2ccc(-c3ccc(Cl)cc3)o2)N1	11.2
O=[N+]([O-])c1ccc(N2CCN(CCO)CC2)cc1NCc1ccc(Cl)cc1	-6.4
COc1ccc(OC)c(N(CC(=O)NCCc2ccccc2)S(C)(=O)=O)c1	6.6
CSc1nnc2n(C)c(=O)c3c4c(sc3n12)COC(C)(C)C4	5.6
COc1ccccc1/C=C/C(=O)c1c(-c2ccccc2)c2cc(Cl)ccc2[nH]c1=O	-1.1
O=C(O)Cc1ccc(C(F)(F)F)cc1[N+](=O)[O-]	13.1
COc1ccc(NC(=O)CN2C(=O)/C(=C/c3cccc(Br)c3)SC2=S)cc1	6.3
COc1ccc(OC(C)C(=O)NCCc2nc3ccccc3[nH]2)cc1 (stereo unspecified)	-1.3
Clc1cccc(OCCCCN2CCCC2)c1	-13.2
Cc1cccc(N2C(=O)c3cccc([N+](=O)[O-])c3C2=O)n1	6.9
O=C(c1cc(-c2ccccc2)nc2ccccc12)N1CCCc2ccccc21	9.4
Cc1ccc(S(=O)(=O)Oc2ccc(Nc3ccccc3)cc2)cc1	8.6
Cc1cccc(OCC(=O)Nc2cc([N+](=O)[O-])ccc2Cl)c1	-4.0
CCc1cccc(C)c1NS(=O)(=O)c1c(C)cc(C)cc1C	3.5
COc1ccccc1C(=O)Nc1ncc(S(=O)(=O)c2ccc([N+](=O)[O-])cc2)s1	12.8
O=C(O)c1cc(NC(=O)c2cccc(N3C(=O)c4ccccc4C3=O)c2)cc(C(=O)O)c1	12.7
O=C(Nc1ccccc1C(=O)Nc1nccs1)c1ccccc1	5.3

A second format for part of the listing above.
structure | ER stress death
COc1ccc(NC(=O)CN2C(=O)/C(=C/c3cccc(Br)c3)SC2=S)cc1 | 6.3
O=C(NCc1ccccn1)C(=O)N/N=C/c1ccc(Cl)cc1 | 5.2

Additional compounds follow.
SMILES	ER stress death
COc1ccccc1OCC(=O)Nc1ccc(S(N)(=O)=O)cc1	-0.1
Cc1ccc(NC(=O)CC2SC(N)=NC2=O)c([N+](=O)[O-])c1 (stereo unspecified)	8.1
CCCc1nc2ccccc2n1CC(O)COc1ccc(I)cc1 (stereo unspecified)	14.4
Cc1cccc(OCC(=O)Nc2ccc(N(C)C)cc2)c1	8.5
O=C1N=c2ccc(Cl)cc2=C1c1sc(NS(=O)(=O)c2ccccc2)nc1O	-2.7
C=CCNC(=S)N/N=C/c1ccc(N(C)C)cc1	5.9
CC(C)(C)c1ccc(OCC(O)CN2CCN(c3ccccc3)CC2)cc1 (stereo unspecified)	-12.2
Cc1cc(C)n(CC(O)Cn2c3ccccc3c3ccccc32)n1 (stereo unspecified)	1.5
Cc1ccc(NC(NC=O)C(Cl)(Cl)Cl)c(C)c1 (stereo unspecified)	-2.2
Cc1n[nH]c(=S)n(/N=C/c2ccccn2)c1=O	11.7
Cc1[nH]n(-c2ccc(Br)cc2)c(=O)c1C=Nc1ccc(S(=O)(=O)Nc2nccs2)cc1	12.1
CC(=O)c1ccc(N2CCN(S(=O)(=O)c3ccccc3)CC2)c(F)c1	7.2
Cc1ccc2c(c1)NC(c1ccc3c(c1)OCO3)C1=C(CC(c3ccccc3)CC1=O)N2 (stereo unspecified)	91.5*
Cc1nnc(N/N=C/c2ccc(O)cc2)[nH]c1=O	9.3
CCOC(=O)C(=CNc1cc(Cl)ccc1Cl)C(=O)OCC	-3.8
CCC(=O)N(CCC1(c2ccccc2)CCOC(C)(C)C1)c1ccc(OC)c(OC)c1 (stereo unspecified)	12.4
CCOC(=O)N1CCN(C(=O)/C(=C\c2cccs2)NC(=O)c2cccs2)CC1	3.5
O=C(Nc1ccc(Cl)cc1)C1CC1(c1ccccc1)c1ccccc1 (stereo unspecified)	6.8
CCc1ccc(S(=O)(=O)Nc2ccc(OC(=O)c3ccc(Cl)cc3)cc2)cc1	9.2
Cc1cccc(C)c1NC(=O)c1cccc([N+](=O)[O-])c1	1.4
N#C/C(=C\c1ccc(F)cc1)c1nn(CCO)c(N)c1C#N	-0.7
O=C(c1c(Cl)cccc1Cl)N(Cc1ccccc1)c1ccccn1	1.6
O=C(Nc1ccccc1Cl)c1cncc(Br)c1	-1.0
COc1ccc2c(c1OC)C(=O)OC2Nc1cccc(C)n1 (stereo unspecified)	10.3
Cc1ccc(C(=O)Nc2ccccc2CO)cc1	-3.7
CCN(C(=O)c1ccccc1Cl)c1ccccc1	4.9
COc1ccc(OC)c(NC(=O)c2sc3ccccc3c2Cl)c1	10.0
Cc1ccc2oc(-c3cc(N)ccc3Cl)nc2c1	-10.0
O=C1CC(N2CCN(c3ccc(F)cc3)CC2)C(=O)N1c1cc(Cl)cc(Cl)c1 (stereo unspecified)	4.6
O=C(Nc1ccccc1C(=O)c1ccccc1)c1ccccc1Br	8.3
CN(C(=O)c1ccc(F)cc1)C1CCCCC1	-0.4
Cc1ccc(Cl)cc1NC(=O)c1cc(Cl)ccc1Cl	1.7
CCOC(=O)/C(C#N)=C/c1c(OCC)n(CC)c2ccccc12	-1.6
CCOc1ccc(NC(=O)c2c(NC(=O)CCC(=O)O)sc3c2CCCC3)cc1	1.3
O=C(/C=C/c1ccc(Cl)cc1)Nc1cccnc1	-3.1
C(=N\n1cnnc1SCc1ccccc1)/c1ccco1	8.6
Cc1ccc(/C(=C\CN2CCCC2)c2ccccn2)cc1	-7.8
CSc1nnc2n(-c3ccc(C)cc3)c(=O)c3c4c(sc3n12)CCCC4	3.2
O=C(/C=C/c1ccco1)N(Cc1ccccc1)Cc1ccccc1	-5.8
CCOc1ccccc1NC(=O)c1ccc(OC)cc1	0.3
O=C(Nc1cc(C(F)(F)F)cc(C(F)(F)F)c1)c1cccc([N+](=O)[O-])c1	-3.1
O=C1C(=Cc2cccc(Cl)c2)C(=O)c2ccccc21	-3.6
Nc1nnc(COc2ccc(Cl)cc2)s1	17.2
CCN(CC)c1ccc(/C=C2\C(=O)NC(=O)N(c3ccc(Br)c(C)c3)C2=O)o1	2.3
Cc1ccc(/C=C/C(=O)Nc2cccc3ncccc23)o1	8.4
COc1ccc(NC(=O)CCCN2C(=O)c3cccc4cccc(c34)C2=O)cc1	8.5
COc1ccc(C(=CCl)c2ccc(OC)cc2)cc1	-5.7
CC(=O)Oc1cccc(C(=O)Nc2ccc(OCC(=O)O)cc2)c1	-0.8
CC(NC(=O)CN(Cc1ccccc1)S(=O)(=O)c1ccccc1)c1ccccc1 (stereo unspecified)	6.5
O=C1C(=O)N(c2cccc(Cl)c2)C(c2ccccc2)/C1=C(\O)c1ccccc1 (stereo unspecified)	1.3

The listing continues.
SMILES	ER stress death
COc1ccc(NC(=O)COc2cccc3ccccc23)c(OC)c1	0.7
O=S(=O)(c1ccc2ccccc2c1)N1CCC(Cc2ccccc2)CC1	0.6
O=C(Nc1cccnc1)c1ccccc1Oc1ccccc1	5.3
Nc1cc(C(=O)c2ccc(Cl)c(N)c2)ccc1Cl	1.8
O=C(O)CCCCC(=O)NC1=NCCS1	10.1
CCOC(=O)C(CCC(=O)CC(C)C)C(=O)OCC	11.4
O=C(Nc1ccccc1Oc1ccccc1)c1cc2cc([N+](=O)[O-])ccc2oc1=O	16.8
COc1ccc(O)c(-c2c(-c3ccc(Cl)cc3)n[nH]c2C)c1	-2.8
COc1cccc(C(=O)N2N=C(c3cccnc3)CC2(O)C(F)(F)F)c1 (stereo unspecified)	4.1
O=C(O)CN1C(=O)/C(=C2\SC(=S)N(C(Cc3ccccc3)C(=O)O)C2=O)c2ccccc21 (stereo unspecified)	0.2
Cc1ccc(S(=O)(=O)N/N=C2/CCCc3c2[nH]c2ccccc32)cc1	11.1
COc1ccc(/C=N/n2cnnc2)cc1COc1ccccn1	-1.6
O=[N+]([O-])c1ccc(C(O)CN2CCN(C/C=C/c3ccccc3)CC2)cc1 (stereo unspecified)	0.7
CCN(CC)S(=O)(=O)c1ccc(NS(=O)(=O)c2ccc(NC(C)=O)cc2)cc1	4.1
O=C(Nc1ccccc1Cl)N1CCN(Cc2ccc3c(c2)OCO3)CC1	-1.0
CC(C)COc1ccc(C(=O)NC(C)C2COc3ccccc3O2)cc1 (stereo unspecified)	-5.1
O=C(COc1ccc(Cl)cc1Cl)N1CCN(c2cccc(Cl)c2)CC1	3.2
CCC(C(=O)Nc1cccc(C)c1)c1ccccc1 (stereo unspecified)	3.7
COC(=O)c1c(-c2ccc(Cl)cc2)csc1NC(=O)CCCC(=O)O	3.2
CCOC(=O)CSc1nc2ccc(N)cc2s1	0.8

Some of the entries so far, field by field.
> Cc1[nH]n(-c2ccc(Br)cc2)c(=O)c1C=Nc1ccc(S(=O)(=O)Nc2nccs2)cc1
  ER stress death: 12.1

> CC(=O)c1ccc(N2CCN(S(=O)(=O)c3ccccc3)CC2)c(F)c1
  ER stress death: 7.2

> Cc1ccc2c(c1)NC(c1ccc3c(c1)OCO3)C1=C(CC(c3ccccc3)CC1=O)N2 (stereo unspecified)
  ER stress death: 91.5*

> Cc1nnc(N/N=C/c2ccc(O)cc2)[nH]c1=O
  ER stress death: 9.3

Continued:
SMILES	ER stress death
Cc1cc(-c2ccc(/C=c3\sc4nc5ccccc5n4c3=O)o2)c(C)c([N+](=O)[O-])c1	-9.8
COc1ccc(/C=C2\SC(N3CCC(C)CC3)=NC2=O)c(OC)c1	8.5
CCCCOc1ccc(C(=O)Nc2cccc(OC)c2)cc1	-6.9
COc1cccc(OCCCCOc2ncnc3ccccc23)c1	13.6
C/C(=N\OCC(=O)N/N=C/c1cc(Cl)cc(Cl)c1O)c1cccs1	8.8
Cc1ccc(-c2nc3ncccc3o2)cc1NC(=O)/C=C/c1ccco1	5.3
COc1ccc(CN2CCN(Cc3cccc([N+](=O)[O-])c3)CC2)c2ccccc12	0.0
Cc1cc(Cl)c(OCCN2CCCCC2)c(Cl)c1	-6.3
Fc1ccccc1-n1nnnc1SCc1cc2c(cc1Cl)OCO2	2.8
Cc1ccccc1OCC(=O)O/N=C(\N)Cc1ccc(Cl)cc1Cl	-1.3
NS(=O)(=O)c1cccc(NC(=O)COc2ccccc2[N+](=O)[O-])c1	2.9
O=C(O)/C=C/C(=O)NNc1ccccc1[N+](=O)[O-]	-9.2
COc1ccc(C(=O)Nc2nc(C)cs2)cc1	-3.1
CCCCCCCCS(=O)c1sc2nc3c(cc2c1N)CCCC3 (stereo unspecified)	4.5
CCNC(=S)N(CCc1ccccc1)C1CC(=O)N(c2ccc(F)cc2)C1=O (stereo unspecified)	-0.9
Cc1cc(C)c2nc3s/c(=C/c4cc([N+](=O)[O-])ccc4Cl)c(=O)n3c2c1	1.8
Nc1ccc(O)c(-c2nc3cc(N)ccc3s2)c1	3.5
O=C(CC1Sc2ccccc2NC1=O)Nc1cccc(Cl)c1 (stereo unspecified)	12.3
Cc1ccc2nsnc2c1NC(=O)c1cccc(Cl)c1	10.1
COc1ccc2oc(-c3cccc(Br)c3)cc(=O)c2c1	-4.8
Cc1ccc(C)c(N(CC(=O)O)S(=O)(=O)c2ccccc2)c1	3.1
COc1cc(C(=O)Nc2cc(Cl)cc(Cl)c2)cc(OC)c1OC	2.2
CCOc1ccc(C2C(C(=O)OC)=CNC=C2C(=O)OC)cc1	12.4
CCOC(=O)c1c(N=CN(C)C)c(C#N)n2c1CCC2	3.1
CCOc1ccc(-c2c(C#N)c(N)nc3sc(C#N)c(N)c23)cc1	-7.9
COC(=O)C1C(O)=C(C=NCc2ccccc2)C(=O)CC1(C)C (stereo unspecified)	6.7
O=C(Nc1ccccc1C(F)(F)F)c1cccc(OCc2ccccc2)c1	-0.7

Seven records picked at random from the list so far, as already listed:
SMILES	ER stress death
CCOc1ccc(-c2c(C#N)c(N)nc3sc(C#N)c(N)c23)cc1	-7.9
CCOC(=O)c1c(N=CN(C)C)c(C#N)n2c1CCC2	3.1
CCOc1ccc(C2C(C(=O)OC)=CNC=C2C(=O)OC)cc1	12.4
O=C(Nc1ccccc1C(F)(F)F)c1cccc(OCc2ccccc2)c1	-0.7
COC(=O)C1C(O)=C(C=NCc2ccccc2)C(=O)CC1(C)C (stereo unspecified)	6.7
COc1cc(C(=O)Nc2cc(Cl)cc(Cl)c2)cc(OC)c1OC	2.2
Cc1ccc(C)c(N(CC(=O)O)S(=O)(=O)c2ccccc2)c1	3.1
